# Assay outcomes: PubChem, Sanford-Burnham Center for Chemical Genomics
# Apaf1 inhib – inhibitors of human Apaf-1 apoptosome | O14727 | reconstituted apoptosome caspase-3 activity, DEVD-Rh110 fluorescence | inhibition, % at 20 µM | 330,000 compounds, 0.71% hits; active = inhibition of at least 40% at 20 µM;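 note: plate controls were DMSO wells for no effect and DEVD-CHO caspase inhibitor wells for full effect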
#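 Material: cell-free apoptosome with Apaf-1, procaspase-3 and caspase-9; Buffer or medium: Hepes pH 7.5 with detergent and BSA; Reagent: cytochrome c trigger plus (Z-DEVD)2-Rh110 caspase-3 substrate; Times: compound with Apaf-1, dATP, procaspase-3 30 min, then 50 min reaction, room temperature; Technique: Rh110 fluorescence intensity.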
# ATG4B inh – ATG4B (human) cysteine protease inhibition. ATG4B cleavage of LC3-PLA2, NBD-HPC fluorescence, 1 h. 340,000 compounds, 0.51% hits. inhibition, % at 8.33 µM. Q9Y4P1. AID 504462; in the data active = inhibition above about 40%
# Target sequence (Q9Y4P1 whole entry, looked up): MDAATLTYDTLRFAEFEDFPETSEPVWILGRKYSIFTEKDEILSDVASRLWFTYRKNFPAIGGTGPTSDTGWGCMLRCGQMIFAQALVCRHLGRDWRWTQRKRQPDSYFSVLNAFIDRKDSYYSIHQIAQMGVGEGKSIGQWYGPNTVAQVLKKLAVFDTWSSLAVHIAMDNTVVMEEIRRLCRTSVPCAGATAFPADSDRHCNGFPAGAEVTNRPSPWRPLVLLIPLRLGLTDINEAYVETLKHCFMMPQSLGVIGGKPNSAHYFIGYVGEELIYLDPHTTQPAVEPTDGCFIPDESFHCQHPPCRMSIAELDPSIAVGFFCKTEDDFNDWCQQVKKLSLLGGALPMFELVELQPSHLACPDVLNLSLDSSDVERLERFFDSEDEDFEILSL
# hIAP activ – increases human intestinal alkaline phosphatase activity. AID 2524. P09923. activation factor at 10 µM. purified human IAP, CDP-Star luminescence, 30 min; active compounds read high; 1 = vehicle-only enzyme, 0 = enzyme-free background. 330,000 compounds, 0.16% hits;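 active = activation factor of the enzyme at least 2-fold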; note: the source names both 10 and 20 µM as test concentration; values of inactives mirror those of a sister screen read the other way
# Target sequence (P09923 whole entry, looked up): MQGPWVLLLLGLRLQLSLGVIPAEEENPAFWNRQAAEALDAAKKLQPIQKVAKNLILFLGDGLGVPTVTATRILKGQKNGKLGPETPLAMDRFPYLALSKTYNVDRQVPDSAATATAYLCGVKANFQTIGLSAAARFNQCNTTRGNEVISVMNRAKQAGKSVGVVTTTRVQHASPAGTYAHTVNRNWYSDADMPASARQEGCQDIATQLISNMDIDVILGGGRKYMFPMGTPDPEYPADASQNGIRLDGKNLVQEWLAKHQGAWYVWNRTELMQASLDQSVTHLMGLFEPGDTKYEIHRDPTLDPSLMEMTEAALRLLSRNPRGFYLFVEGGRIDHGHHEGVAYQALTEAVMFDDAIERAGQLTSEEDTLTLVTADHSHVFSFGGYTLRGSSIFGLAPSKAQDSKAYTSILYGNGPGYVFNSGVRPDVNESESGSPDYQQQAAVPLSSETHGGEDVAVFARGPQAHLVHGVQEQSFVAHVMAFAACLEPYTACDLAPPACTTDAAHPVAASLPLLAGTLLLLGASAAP
# tim10-1 inh – growth inhibitors of tim10-1 mutant yeast | AID 463190 | inhibition, % at 20 µM | 330,000 compounds, 2.2% hits | S. cerevisiae tim10-1 ts strain growth, BacTiter-Glo, 24 h;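 active = inhibition of at least 40%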;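 note: mutant grown at 25 °C; 0% = DMSO wells with yeast and 100% = wells holding no yeast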
# TIM10 inh – inhibits growth of TIM10 yeast strain | S. cerevisiae TIM10 strain growth, BacTiter-Glo luminescence, 24 h | inhibition, % at 10 µM | 330,000 compounds, 1.4% hits | AID 463195;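 active = inhibition of 40% or more at the single tested concentration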;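 note: wild-type TIM10 isogenic control strain grown at permissive 25 °C; 0% = DMSO yeast wells and 100% = minimal medium wells without yeast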
# mIAP activ – increases mouse intestinal alkaline phosphatase activity. muIAP, CDP-Star luminescence, 30 min; active compounds read high; 1 = vehicle-only enzyme signal, 0 = enzyme-free wells. activation factor at 10 µM. 330,000 compounds, 0.24% hits. AID 2805;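 active = activation factor of at least 2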; note: the source names both 10 and 20 µM as test concentration; values of inactives mirror those of a sister screen read the other way
#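 System: Mouse IAP enzyme | Also added: CDP-Star substrate | Dosing: Compounds dispensed in DMSO | Schedule: 30 min enzyme-substrate-compound incubation at room temperature | Technique: Chemiluminescence readout | Control set: DMSO-only wells and no-enzyme negative control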
# mIAP inh – blocks mouse intestinal alkaline phosphatase; 330,000 compounds, 0.2% hits; purified mouse IAP, CDP-Star luminescence, 30 min; inhibition, % at 10 µM;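 active = inhibition of at least 40% at 10 µM in the primary screen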;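 note: plate controls were DMSO with enzyme for no effect and no enzyme wells for full effect; values of inactives mirror those of a sister screen read the other way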
# NLRP3 yeast inh – blocks the NALP3 inflammasome reconstituted in yeast; Yeast reconstituted NLRP3/ASC/caspase-1, beta-gal luminescence, 24 h; inhibition, % at 10 µM; 330,000 compounds, 0.39% hits;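 active = inhibition of 50% or more; inactive = inhibition below 50%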;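 note: plate controls were induced DMSO wells for no effect and uninduced yeast grown without galactose for full effect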
# hIAP block – blocks human intestinal alkaline phosphatase; P09923; purified IAP, CDP-Star luminescence, 30 min; inhibition, % at 10 µM; 330,000 compounds, 0.12% hits; AID 2544;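 active = inhibition reaching a set limit with compound at 10 µM in the primary screen, cut at about 35% in these data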;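 note: plate controls were DMSO wells with enzyme for no effect and no-enzyme buffer wells for full effect; values of inactives mirror those of a sister screen read the other way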
# An asterisk follows results filed as active; · = no result given.
SMILES,Apaf1 inhib,ATG4B inh,hIAP activ,tim10-1 inh,TIM10 inh,mIAP activ,mIAP inh,NLRP3 yeast inh,hIAP block
O=C(CN1CCN(S(=O)(=O)c2ccc(F)c(F)c2)CC1)Nc1ccccc1C(=O)NC1CC1,-2,-17,0.94,21,12,0.97,3,16,6
O=C(COC(=O)c1ccncc1)NCCCc1ccccc1,-9,-13,1.1,12,1,0.98,2,12,-9
CCCCS(=O)(=O)N1CN(S(=O)(=O)CCCC)C2NC(=O)NC21 (stereo not given),2,-3,1,12,7,0.98,2,12,0
O=C(COC(=O)C1CC(=O)N(Cc2ccccc2)C1)c1ccc(F)cc1 (stereo not given),-2,-2,1.1,23,7,1,0,7,-5
O=C(NCCCc1ccc(F)cc1)C1CCC(=O)N(CCN2CCOCC2)C1 (stereo not given),-2,-2,1.1,15,11,1,-1,-2,-6
CCCCn1nnc(NC(=O)c2ccc(-c3ccccc3[N+](=O)[O-])o2)n1,11,-8,0.91,13,19,0.93,7,18,9
Cn1nnnc1SCC(=O)Nc1ccccc1N1CCCCC1,3,-4,0.98,29,3,1.1,-6,16,2
Cc1c(C(=O)O)cccc1-n1c(C)cc(/C=N/NC(=O)c2cc3ccccc3o2)c1C,9,2,0.87,11,-20,1,-4,13,13
Cc1ccccc1C(=O)NNc1ncnc2c1cnn2C,-2,10,1.6,12,-2,0.89,11,0,-65
CC1(C)Cc2cccc(OCC(=O)NCCc3ccccc3)c2O1,0,2,0.96,9,-3,0.99,1,30,4
COc1ccc(C(=O)N2CCCC2)cc1,-2,6,0.89,10,-4,1,-2,-20,11
O=C(NCc1nnc(SCC(=O)N2CCc3ccccc32)o1)c1cccs1,-3,-9,1,19,-23,1,-1,4,-4
Cc1cnc(C(=O)OCC(=O)c2cccc3ccccc23)cn1,7,-7,1,18,13,1.1,-6,13,-1
CCOC(=O)C1C2C=CC3(CN(c4ccccc4CC)C(=O)C13)O2 (stereo not given),9,1,1.2,8,2,1.2,-22,6,-18
COc1ccc(CCNCCC(=O)Nc2c(C)cc(C)cc2C)cc1OC,-8,-6,1.1,-6,-10,1.1,-10,15,-14
Cc1c(C)n(C)c2ccc(C(=O)Nc3cccc4ccccc34)cc12,-5,-19,0.94,43*,24,1.1,-13,25,6
Cn1cc(Cl)c(C(=O)Nc2nc3ccc([N+](=O)[O-])cc3s2)n1,-1,7,1.1,14,9,1,-3,24,-9
COc1cc(-c2nc3ccc(C)cn3c2NCc2ccccc2)ccc1-c1cccc(Cl)c1,28,3,1.1,4,5,0.96,4,6,-6
COC(=O)CN(c1ccccc1OC)S(=O)(=O)c1ccccc1,-14,0,0.89,30,16,0.9,10,-27,11
Cc1ccc(NC(=O)CCc2nc3sc4c(c3c(=O)[nH]2)CCCC4)c(Br)c1,7,1,0.89,-1,-5,0.86,14,14,11
O=C(CC1C(=O)NCCN1Cc1cccc(F)c1)NC1CCCCC1 (stereo not given),-4,-2,1.1,12,2,0.85,15,11,-8
O=C1CC(SC(=Nc2ccccc2)Nc2ccccc2)C(=O)N1c1ccc(Cl)c(Cl)c1 (stereo not given),14,-12,0.92,21,11,1.3,-25,0,8
Cn1c(=O)[nH]c(=O)c2c1nc(SCCO)n2Cc1ccccc1Cl,-6,3,0.85,-1,-5,0.96,4,10,14
COc1ccccc1NC(=O)Cc1nnc(SCC(=O)NC2=NCCS2)n1C,1,-3,1.1,8,-18,1.1,-14,15,-8
NC(=O)c1oc2ccccc2c1NC(=O)c1ccc(F)cc1,6,-4,0.89,14,13,0.93,7,16,11
SMILES,Apaf1 inhib,ATG4B inh,hIAP activ,tim10-1 inh,TIM10 inh,mIAP activ,mIAP inh,NLRP3 yeast inh,hIAP block
CC(C)CN1C(=O)NC(NC(=O)c2cccnc2)(C(F)(F)F)C1=O (stereo not given),-13,3,0.95,14,-1,0.9,10,0,5
COc1cc(Cl)c(C)cc1NC(=O)CN1CCCCCC1,2,9,1,7,11,1,-4,14,0
CCCSc1nc(C)c(CC(=O)O)c(=O)[nH]1,-8,5,1.2,-17,-3,0.97,3,-1,-16
Cc1nc(SCC(=O)N2CCC(C(N)=O)CC2)n[nH]1,3,-7,1.1,0,-8,1.1,-5,-12,-6
Clc1cccc(CN2CCN(c3nc4nonc4nc3NC3CC3)CC2)c1,-8,-7,1,13,-6,0.84,16,12,-2
O=C(CCNS(=O)(=O)c1ccc(Br)s1)NC1CCCC1,-19,10,1,9,-13,0.89,11,-13,-2
CCc1nn2c(=O)cc(COC(=O)c3cc(Cl)c(OC)c(OC)c3)nc2s1,2,-9,1.1,21,-18,1,-2,30,-9
CC(=NNC(=O)c1cc(C)oc1C)c1ccc(Br)s1,1,3,0.89,-12,2,0.94,6,12,11
S=C(Nc1ccccc1)Nc1cc(Cl)ccc1Oc1ccccc1,-4,13,0.91,35,48*,0.99,1,-5,9
Cc1ccc(-c2nn[nH]n2)cc1Cl,-4,11,0.99,-11,-11,0.97,3,4,1
CCC(C(=O)NCCCN1CCN(C)CC1)n1nc(C)c2sc3ccccc3c2c1=O (stereo not given),11,-2,1.1,-14,-1,1.1,-10,7,-9
C/C(=N/OC(=O)c1c(-c2c(F)cccc2Cl)noc1C)c1cnccn1,-15,-4,1,26,-12,1.1,-9,0,-2
COc1ccc(-c2cn[nH]c2-c2ccc(O)cc2O)cc1,0,-10,1.2,16,4,0.89,12,12,-21
Cc1csc(NC(=O)NC2(C(F)(F)F)Oc3ccccc3O2)n1,2,3,1.1,6,0,0.99,1,11,-11
C/C(=C\C(=O)c1ccccc1)NCc1ccc(F)cc1,-3,1,1.1,5,-12,0.96,4,35,-7
CC1CCc2nn(CC(=O)N3CCc4ccccc43)cc2C1 (stereo not given),-5,-2,0.92,-20,-10,1,0,17,8
CCc1ccc(-c2nnn(Cc3nn[nH]n3)n2)cc1,-1,-6,1.2,3,5,0.97,3,9,-16
COc1ccc(-c2nc3ccccc3n2OC(C)C(=O)O)cc1 (stereo not given),9,-1,1.1,0,-12,0.95,5,-11,-6
Fc1cccc(Cn2ccc(-c3ccc4c(c3)OCO4)n2)c1,15,18,1,27,18,1,-2,-1,-4
C[C@H](CO)N1C[C@H](C)[C@@H](CN(C)C(=O)Nc2ccc(C(F)(F)F)cc2)Oc2c(NS(=O)(=O)c3ccc(F)cc3)cccc2C1=O,13,·,1.2,5,3,0.97,3,10,-18
Cc1cc(NC(=O)C(C)C)ncc1NC(=O)c1ccco1,-14,·,1.1,15,-9,0.95,5,3,-14
CCCCOC(=O)Cn1c(=O)n(CC(=O)OCCCC)c2ccccc21,-1,-2,1.2,25,17,1,-4,11,-23
COc1cc(N(C)C)c([N+](=O)[O-])cc1C(=O)N1CCN(Cc2ccccc2)CC1,14,-2,0.81,17,0,0.98,2,-11,19
Cc1cc(C(=O)NNC(=O)COc2c(C)cc(Br)cc2C)n[nH]1,15,-1,2.2*,5,1,0.78,22,11,-120
CCN(CC(=O)Nc1ccc2c(c1)OCCO2)C(=O)/C=C/c1ccc(OC)c(OC)c1,0,-3,0.94,-4,9,0.96,4,9,6
SMILES,Apaf1 inhib,ATG4B inh,hIAP activ,tim10-1 inh,TIM10 inh,mIAP activ,mIAP inh,NLRP3 yeast inh,hIAP block
O=C(O)C[C@]1(C(=O)Nc2ccc(F)cc2)CC(/C=C/c2ccccc2)=NO1,-4,14,1.1,-2,3,0.94,6,17,-11
COC(=O)c1c(NC(=O)c2c(-c3ccccc3Cl)noc2C)sc2c1CCC2,3,-2,1.1,24,-6,0.88,12,21,-12
CCCc1cc(C(=O)NC2CCCC2)no1,2,0,0.9,7,3,1,-2,0,10
OCCOCCOc1ccccc1OCCOCCO,-2,-4,1.1,7,2,1,-3,-8,-10
CN(C)C(=O)CN1CCN(Cc2nc(CC3CC3)no2)CC1,-26,0,1,17,-2,1,-4,4,-2
CN(Cc1ccccc1)C(=O)c1ccc2c(c1)S(=O)(=O)N=C1CCCCCN12,-2,-6,0.99,2,-13,1,-4,25,0
COc1ccc(OC)c(N/C(C)=C/C(=O)c2ccc(Br)cc2)c1,-10,-3,0.82,-4,9,1,-1,15,18
N#Cc1c(NC(=O)c2ccc(Cn3cc(Br)cn3)o2)sc2c1CCCCCC2,4,-3,0.97,41*,27,0.81,19,19,3
O=C(CSc1nnc(CNC(=O)c2ccco2)o1)c1ccccc1,1,-10,1.2,18,-8,0.85,15,6,-20
CC(=O)Oc1ccc(/C=N/NC(=O)CCSc2ccccc2)cc1,2,-8,0.91,15,19,0.9,10,-2,9
CC1(C)C2CCC1(CS(=O)(=O)Nc1ccc(S(=O)(=O)N3CCCC3)cc1)C(=O)C2 (stereo not given),15,-7,1.1,16,-8,1,-4,18,-12
CCOCCOC(NC(=O)c1ccccc1)(C(F)(F)F)C(F)(F)F,2,-7,0.91,-6,3,0.94,6,1,9
CCNC(=O)CSc1nnc(-c2ccccc2Br)n1-c1cccc(C(F)(F)F)c1,-6,-10,0.89,23,47*,0.96,4,-9,11
Clc1ccsc1-c1ccnc(-n2cccc2)n1,6,8,0.94,5,1,0.87,13,6,6
Cc1cc(NC(=O)COC(=O)CCNS(=O)(=O)c2cccc(C(F)(F)F)c2)no1,-6,-7,0.99,16,12,1,-2,5,1
COc1c(S(=O)(=O)N2CCN(c3ccc(F)cc3)CC2)ccc(Cl)c1Cl,19,2,0.92,23,29,0.84,16,5,8
CC(C)(C)Cc1nnc(NC(=O)Cc2cccs2)s1,11,3,1,15,19,0.92,8,12,-2
COc1ccc(NS(=O)(=O)c2ccc(N3CCCC3)c(NC(=S)Nc3ccc(SC(F)F)cc3)c2)cc1,5,-7,0.92,22,26,1.1,-14,10,8
O=C(Cc1n[nH]c(=O)c2ccccc12)OCC(=O)c1ccc(F)c(F)c1,15,-4,0.92,-6,8,0.99,1,13,8
CCOc1ccc(C(=O)NCC(=O)OCc2ccc(F)cc2Cl)cc1,8,17,1.1,15,25,0.95,5,-5,-12
C=CCn1c(SCC(=O)Nc2nc(C)cs2)nnc1C(NC(=O)c1ccccc1)C(C)C (stereo not given),-13,-4,0.83,17,6,0.95,5,-7,17
COc1ccc(NC(=O)c2ccc(C#CC(C)(C)O)cc2)cc1,-5,25,0.99,9,12,1,0,23,1
Cn1cc(-c2nnnn2-c2ccc(Cl)cc2)c(C(F)(F)F)n1,11,-3,1.1,13,25,0.96,4,3,-9
CC(C)C[C@H](NC(=O)[C@H](Cc1ccccc1)n1c(=O)[nH]c2ccccc2c1=O)C(=O)N1CCC(C(=O)O)CC1,-15,-15,0.86,11,-1,0.96,4,7,14
O=C(COc1cc(Cl)ccc1Cl)Nc1nnc(C2CC2)s1,4,-2,0.98,-8,-4,1.1,-5,11,2

# 4 entries from above, set out differently:
molecule	Apaf1 inhib	ATG4B inh	hIAP activ	tim10-1 inh	TIM10 inh	mIAP activ	mIAP inh	NLRP3 yeast inh	hIAP block
O=C(Cc1n[nH]c(=O)c2ccccc12)OCC(=O)c1ccc(F)c(F)c1	15	-4	0.92	-6	8	0.99	1	13	8
CCOc1ccc(C(=O)NCC(=O)OCc2ccc(F)cc2Cl)cc1	8	17	1.1	15	25	0.95	5	-5	-12
C=CCn1c(SCC(=O)Nc2nc(C)cs2)nnc1C(NC(=O)c1ccccc1)C(C)C (stereo not given)	-13	-4	0.83	17	6	0.95	5	-7	17
COc1ccc(NC(=O)c2ccc(C#CC(C)(C)O)cc2)cc1	-5	25	0.99	9	12	1	0	23	1
